# JMJD2A Tudor inh = inhibitors of human JMJD2A Tudor domain | AlphaScreen JMJD2A-Tudor / H3K4me3 peptide binding | Potency, µM (top dose mostly 114 µM), without a hit: top-dose activity change, negative = inhibition, usual class: inhibitors | O75164 | AID 504339 | actives 4.4% (n = 390,000); further: potency means the concentration at half of the fitted maximal effect; on the % scale 0 is the no-effect control and ±100 the full control effect; nearly all actives have a fitted effect of over 50% in size
# PI4K2A inh = blocks human PI4K2A kinase activity | Q9BTU6 | purified PI4K2A, ADP-Glo luminescence, 1 h; active compounds read low | activity change, negative = inhibition, % at 76.9 µM | actives 0.13% (n = 420,000); in the data active means activity change below about -50%; inconclusive means mostly about -30% to -49%;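 further: -100% = wells without enzyme as full effect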
#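 PI4K2A activity was measured by ADP-Glo luminescence: enzyme (4 ug/mL stock) and phosphatidylinositol (1.2 mM stock) in Tris pH 7.5/MgCl2/EGTA/Triton X-100 buffer were reacted with ATP (300 microM stock) for one hour at ambient temperature.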
# POLH inh = blocks human DNA polymerase eta activity; Q9Y253; recombinant Pol eta, fluorescent DNA replication assay; Potency, µM (doses to about 114 µM), for the others: top-dose activity change, negative = inhibition, actives largely listed as inhibitors; actives 1.2% (n = 390,000); further: potency means the concentration at half of the fitted maximal effect; on the % scale 0 is the no-effect control and ±100 the full control effect
# Target sequence (Q9Y253 whole entry, looked up): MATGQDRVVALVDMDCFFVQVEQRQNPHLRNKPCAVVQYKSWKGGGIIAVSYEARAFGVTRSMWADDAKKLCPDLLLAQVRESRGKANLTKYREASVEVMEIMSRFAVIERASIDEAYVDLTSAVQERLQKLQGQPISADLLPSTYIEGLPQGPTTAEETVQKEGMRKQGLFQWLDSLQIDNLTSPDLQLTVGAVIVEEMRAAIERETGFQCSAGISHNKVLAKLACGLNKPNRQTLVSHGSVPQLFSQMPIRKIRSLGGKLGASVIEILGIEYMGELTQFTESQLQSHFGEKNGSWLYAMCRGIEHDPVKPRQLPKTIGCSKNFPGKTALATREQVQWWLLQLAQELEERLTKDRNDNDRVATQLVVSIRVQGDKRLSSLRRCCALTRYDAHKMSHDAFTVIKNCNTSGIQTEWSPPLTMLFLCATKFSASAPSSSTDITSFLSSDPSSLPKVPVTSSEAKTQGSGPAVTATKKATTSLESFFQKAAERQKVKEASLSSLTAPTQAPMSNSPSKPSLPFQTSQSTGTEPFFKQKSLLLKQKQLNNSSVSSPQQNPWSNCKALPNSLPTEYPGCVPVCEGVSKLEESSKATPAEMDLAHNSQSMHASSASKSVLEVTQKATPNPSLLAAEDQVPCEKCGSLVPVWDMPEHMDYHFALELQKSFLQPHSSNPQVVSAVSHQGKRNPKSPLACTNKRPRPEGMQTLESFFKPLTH
#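 Fluorescent replication assay: 50 nM final substrate added after a 15 min room-temperature compound preincubation with 10 nM enzyme. Signal taken at 0 min and again at 10 min.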
# PGK inhibitor = blocks T. brucei phosphoglycerate kinase; AID 602233; PGK/GAPDH coupled, Kinase-Glo luminescence, 60 min; P07378; Potency, µM (series often up to 57.5 µM), for the others: at the highest dose activity change, negative = inhibition, most hits filed as inhibitors; actives 0.043% (n = 380,000); further: potency means the concentration at half of the fitted maximal effect; on the % scale 0 is the no-effect control and ±100 the full control effect; nearly all actives have a fitted effect of over 60% in size
#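 Recombinant glycosomal PGK reaction used 1,3-bisphosphoglycerate generated in-well by GAPDH (100nM final) in 100mM TEA pH 7.6, 5mM MgCl2, 0.01% Tween-20. After 60 minutes at room temperature, ATP was read by Kinase-Glo Plus luminescence end-point.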
# HP1b chromo inh = HP1-beta chromodomain-methylated histone interaction inhibition; P83916; AlphaScreen HP1-beta / biotin-H3K9me3 peptide binding; Potency, µM (series often up to 114 µM), for inactives: at the top dose activity change, negative = inhibition, usual class: inhibitors; actives 0.56% (n = 390,000); AID 540317; further: potency means the concentration at half of the fitted maximal effect; nearly all actives have a fitted effect of over 70% in size; inactives centre near 23
#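 HP1-beta protein (50 nM final) preincubated 30 min at room temperature with biotinylated H3(1-18)K9me3 peptide (50 nM) in PBS pH 7.4, 0.01% Tween-20, then compound added for 30 min. AlphaScreen streptavidin donor/nickel chelate acceptor beads (10 ug/mL final), 30 min dark, luminescence read.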
# Pin1 inh = human Pin1 inhibition; Potency, µM (titrated, usually from 115 µM), for the others: at the top dose activity, negative = inhibition, most hits filed as inhibitors; actives 0.009% (n = 390,000); Q13526; Pin1 FP peptide displacement, HiFluor488, 10 min; active means well fitted inhibition curve with a large enough effect in the polarisation, with a control signal flat, not every such curve was filed as active; inconclusive means small, poorly fitted or top-dose-only effect, or effect the other way, or a change in a side signal; inactive means no such curve, though single readings can be large or run the other way; the % refers to the polarisation; further: potency means the concentration at half of the fitted maximal effect; on the % scale 0 is the no-effect control and ±100 the full control effect
# GLS inh = glutaminase GLS (human) inhibition; O94925; GLS enzymatic activity, qHTS titration; Potency, µM (top dose mostly 45.5 µM), for inactives: at the top dose activity change, negative = inhibition, actives largely listed as inhibitors; actives 0.21% (n = 410,000); further: potency means the concentration at half of the fitted maximal effect; on the % scale 0 is the no-effect control and ±100 the full control effect
#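 Compounds were pin-transferred onto hKGA, after which L-glutamine (1 mM solution) and a detection mix of glutamate oxidase, HRP and Amplex Red were added. Initial and 30 min RT fluorescence reads were collected.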
# BAZ2B block = inhibitors of human BAZ2B bromodomain; Q9UIF8; AlphaScreen BAZ2B-H3K14Ac peptide displacement; Potency, µM (highest dose often 114 µM), inactives show top-dose activity change, negative = inhibition, actives largely listed as inhibitors; actives 4.4% (n = 360,000); AID 504333; further: potency means the concentration at half of the fitted maximal effect; on the % scale 0 is the no-effect control and ±100 the full control effect; nearly all actives have a fitted effect of over 60% in size
#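 BAZ2B (50 nM) with biotin-H3(5-23)K14Ac peptide (50 nM) in PBS pH 7.4, 0.01% Tween-20, preformed 30 min, then compound 30 min at room temperature; top concentration 110uM. AlphaScreen streptavidin donor/nickel chelate acceptor beads (10 ug/mL final), 20 min dark, signal read.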
# G9a inh = inhibitors of human histone lysine methyltransferase G9a; Q96KQ7; G9a H3K9 monomethylation, AlphaScreen, 2 h; Potency, µM (series often up to 102 µM), for the others: top-dose activity, negative = inhibition, actives largely listed as inhibitors; actives 8.8% (n = 350,000); AID 504332; further: potency means the concentration at half of the fitted maximal effect; on the % scale 0 is the no-effect control and ±100 the full control effect; nearly all actives have a fitted effect of over 75% in size
# Target sequence (Q96KQ7 913-1193 limits assumed): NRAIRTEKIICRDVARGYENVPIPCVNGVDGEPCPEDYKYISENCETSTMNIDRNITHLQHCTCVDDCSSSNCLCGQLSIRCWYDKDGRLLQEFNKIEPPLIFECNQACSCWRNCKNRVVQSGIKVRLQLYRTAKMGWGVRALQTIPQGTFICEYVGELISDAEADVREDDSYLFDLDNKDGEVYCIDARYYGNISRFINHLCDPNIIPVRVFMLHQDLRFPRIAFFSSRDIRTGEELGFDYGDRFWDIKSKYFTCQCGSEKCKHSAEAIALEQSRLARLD
#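 Signal arises when biotinylated H3K9 peptide, once monomethylated, bridges streptavidin donor and antibody-captured acceptor beads. Enzyme at 20 nM was preincubated 15 min with test compounds; peptide 500 nM and SAM 20 uM then reacted for 2 h.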
# Active calls of the source: *; i = inactive; ? = inconclusive; . = no result given; [ ] = another dose, or the depositor's remark. Unless noted, the call rests on the fitted dose curve; in most records, active means well fitted curve in the direction sought with a large enough effect; inconclusive means small, poorly fitted or top-dose-only effect, or another doubt; inactive means no such curve, though single readings can be large; an effect the other way counts as inactive or inconclusive.
SMILES,JMJD2A Tudor inh,PI4K2A inh,POLH inh,PGK inhibitor,HP1b chromo inh,Pin1 inh,GLS inh,BAZ2B block,G9a inh
COc1ccccc1CNC(=O)CCC1N=C2c3ccccc3N=C(SCC(=O)Nc3ccc(F)cc3)N2C1=O (stereo not drawn),-6%,-6,0%,-15%,9%,19%,-3%,-6%,13%[59 µM]
CCOc1cccc(-c2nnc3sc(COc4ccc(C)cc4)nn23)c1,-16%,0,3%,i,33%,1%,-1%,0%,40%
Cc1nc2ccccc2n1CCc1nc2c3ccccc3nc(SCC(=O)NCc3ccco3)n2n1,-19%[57.1 µM],-11,?,-9%,30%,50%[activator],-6%,-12%,?
CN(C)C1=NCCN1CCCCc1ccccc1,-21%,-4,-9%,6%,25%,1%,8%,13%,13%[2.33 µM]
O=C(CCS(=O)(=O)c1ccccc1)N1CCCc2ccccc21,8%,-3,0%,-1%,47%[activator],4%,0%,-14%[57.1 µM],-17%
Cc1ccc(C)c(NC(=O)C2CCCN2S(=O)(=O)c2ccc3c(c2)CCCC(=O)N3)c1 (stereo not drawn),-18%,-4,-7%,6%,27%,4%,-5%,7%,4%[59 µM]
Cc1cc(=O)oc2c(C)c(OC(C)C(=O)NC3CCN(Cc4ccccc4)CC3)ccc12 (stereo not drawn),-14%,3,-7%,-7%,36%,-7%,-1%,-5%[57.1 µM],-1%
CCOc1ccc2c(C)cc(=O)oc2c1OCC,-2%,9,6%,-5%,8%,3%,2%,8%,-6%[59 µM]
CCCC#Cc1cnc2c(c1)C(=O)N([C@H](C)CO)C[C@@H](C)[C@H](CN(C)S(=O)(=O)c1cccc(OC)c1)O2,.,-10,-13%,-1%,.,.,-6%,.,.
S=C(NCCc1c[nH]c2ccccc12)NC1CCCCC1,35µM*,-1,-15%,-4%,?,1%,1%,?,22%[59 µM]
COc1ccc(S(=O)(=O)N2CCCCC2)cc1NC(=O)C1CC1C (stereo not drawn),3%,3,-14%,i,32%,0%,-8%,3%,-1%[2.33 µM]
CCN(CC)CC(O)COc1ccc2c(c1)OCO2 (stereo not drawn),-5%,0,-12%,-8%,-3%,-1%,8%,-15%,-34%[59 µM]
CCN(CC)c1ccc(/C=N/NC(=O)c2cc3ccccc3[nH]2)cc1,-20%,4,-15%,-5%,2%,-1%,12%,?,.
Cc1ccc(S(=O)(=O)NC(=O)COc2ccccc2C)cc1,-25%,10,-13%,-4%,7%,-7%,6%,8%,-14%[59 µM]
O=C1CN(C(=O)NCCC(=O)NC2CCCCC2)c2ccccc2N1,-7%,-13,-19%,i,11%[57 µM],-2%,2%,-1%,58%[activator]
COc1ccc(C(=O)Nc2ccc(Cl)c(S(=O)(=O)N3CCOCC3)c2)cc1,-16%,-2,-13%,1%,6%[57 µM],2%,-1%,.,.
Cn1c(=O)c2nc(NCc3ccccc3)cnc2n(C)c1=O,-1%,2,-18%,1%,52%,?,3%,8%,9%[59 µM]
Cc1sc(NC(=O)C2CCCCC2)c(C#N)c1-c1ccccc1,-5%,9,-9%,4%,-5%,25%,10%,-15%,-24%[12.7 µM]
O=C1C=C(O)c2cccc(O)c2C1=O,?,-27,35µM*,-9%,12%,?,-3%,?,-139%[59 µM]
Cc1cc(C)n(C(=O)CNC(=O)/C=C/c2ccccc2)n1,-6%,5,1%,-1%,21%,-3%,-3%,-15%,3%
Nc1nc(Cl)nc2c1ncn2C1OCC(O)C(O)C1O (stereo not drawn),-16%,-4,?,-3%,46%[activator],-3%,-29%,.,.
Cc1cc([N+](=O)[O-])nn1Cc1ccc(C(=O)N/N=C/c2ccccc2)cc1,13%[57.1 µM],-3,-19%,-3%,18%,0%,12%,3%,8%[59 µM]
CCOc1nc(-c2ccc(C)cc2)ccc1-c1noc(COC)n1,36%[activator][57.1 µM],7,-14%,0%,56%[activator],2%,-1%,6%,9%[12.7 µM]
CCOC(=O)Cc1cc(-c2ccccc2)nc2ccc3ccccc3c12,74%[activator],2,-17%,-8%,104%[activator],13%,0%,64%[activator],99%[activator][59 µM]
COc1cccc(CNC(=O)C2CCCN(S(=O)(=O)c3c(C)n[nH]c3C)C2)c1 (stereo not drawn),-4%,-4,-1%,-5%,12%,4%,8%,3%,27%[12.7 µM]
# Other results
SMILES,JMJD2A Tudor inh,PI4K2A inh,POLH inh,PGK inhibitor,HP1b chromo inh,Pin1 inh,GLS inh,BAZ2B block,G9a inh
O=C(c1ccccc1)C(C(=O)N1CCc2ccccc2C1)n1ccccc1=O (stereo not drawn),-5%,4,-17%,-3%,-13%,?,4%,6%,11%
CCOc1ccc(C(=O)NCC(=O)N2CCN(C/C=C/c3ccccc3)CC2)cc1OCC,-16%,-2,-1%,-7%,6%,0%,10%,2%,16%[2.33 µM]
CCN(CC)c1ccc(S(=O)(=O)N2CCOCC2)cc1NC(=O)CSc1nncn1C,-19%,-4,-4%,0%,31%,-1%,17%,13%,?
COc1ccc(CCN(C)C(=O)c2c(C)nn(-c3ccccc3)c2C)cc1OC,-17%,5,-13%,3%,16%,-5%,-1%,-7%,-10%
COc1ccc(NC(=O)CSCc2ccc(C)cc2)cc1,-1%,-7,-6%,-4%,50%[activator],-1%,2%,-4%,1%
COC(=O)C1=C(C)N(Cc2ccccc2)C(=NCc2cc(OC)c(OC)c(OC)c2)N[C@H]1CCc1ccccc1,?,2,-10%,-6%,2%,20%,0%,?,-3%[12.7 µM]
Cc1cc(OCC(=O)Nc2cccnc2)c2c(C)cc(=O)oc2c1,-4%,1,-18%,-5%,37%[activator],-1%,-3%,-8%,.
CCOC(=O)Cc1[nH]nc2c1C(c1ccsc1)C(C#N)=C(N)O2 (stereo not drawn),-10%,0,-9%,0%,44%[activator],-2%,21%,-4%,5%
O=C(N/N=C/C=C/c1ccc([N+](=O)[O-])cc1)c1cccs1,-30%,-14,?,-25%,25%,?,8%,50µM*,40µM*
COc1cccc(C(=O)Nc2ccc3nc4n(c(=O)c3c2)CCCC4)c1,7%,-9,-9%,-10%,27%,-1%,-7%,3%,22%
CC(SC(C)C(=O)NN=Cc1cccc(F)c1)C(=O)NN=Cc1cccc(F)c1 (stereo not drawn),-16%,0,-13%,10%,17%[57 µM],11%,5%,.,.
C/C(=N\NC(=O)NC1CCCCC1)c1ccco1,-11%,3,7%,-1%,34%,1%,6%,-20%,?
CC(C)(C)C(=O)NC(=S)Nc1ccc(S(=O)(=O)Nc2nccs2)cc1,-27%,-2,-14%,0%,18%,11%,6%,-31%,50µM*
Cc1ccc2c(c1)nnc1nnc(SCC(=O)O)n12,-8%,-6,-8%,-11%,21%,?,0%,4%,.
Cc1occc1C(=O)Nc1cccc(/C=C/C(=O)O)c1,-33%,-10,18µM*,-17%,41%[activator],?,-22%,.,.
CN(CC(=O)Nc1ccccc1Cl)C(=O)Cn1nnc(-c2ccc(F)cc2)n1,-16%,-9,-8%,-3%,5%,12%,10%,3%,-29%
O=C1NC(c2ccccc2)=NC1(NS(=O)(=O)c1ccc(Cl)cc1)C(F)(F)F (stereo not drawn),-20%,-1,-7%,5%,37%,7%,0%,-23%,7%[59 µM]
COc1ccc(NS(=O)(=O)c2ccc(NC(C)=O)cc2)c(OC)c1,?,-18,-9%,5%,-16%,0%,1%,0%,-9%
N#CCCCn1c(-c2ccccc2)noc1=O,-19%,-4,-3%,-3%,45%[activator],14%,-12%,23%,2%[59 µM]
CCCC(=O)n1nc(-c2ccc(C)cc2)nc1NCc1ccco1,24%,-3,-21%,0%,59%[activator],0%,-16%,2%,.
Cc1cc(C)cc(N(CC(=O)NC(C)C)C(=O)CCC(=O)Nc2ccccn2)c1,-4%,-14,1%,3%,25%,1%,10%,-2%,7%
CCOC(=O)N1CCN(S(=O)(=O)c2cc3c(cc2C)NC(=O)CO3)CC1,1%,1,-8%,i,38%,-2%,-8%,1%,-1%
COc1cccc(C2c3[nH]c4ccccc4c3C[C@H]3C(=O)N(c4ccccc4C(=O)N4CCC(C(=O)O)CC4)C(=O)N23)c1 (stereo partly drawn),-14%,0,-15%,0%,32%,?,10%,-28%,-24%[12.7 µM]
Cc1ccc(C(=O)N/C(N)=N/c2nc3ccccc3o2)cc1,-9%,6,-11%,8%,36%,-1%,2%,-16%,5%[59 µM]
O=C1NN=C(c2ccc(Cl)cc2)CC1c1cccc(Br)c1 (stereo not drawn),-15%,3,?,-5%,37%[activator],2%,13%,-5%,26%
# (next part)
SMILES,JMJD2A Tudor inh,PI4K2A inh,POLH inh,PGK inhibitor,HP1b chromo inh,Pin1 inh,GLS inh,BAZ2B block,G9a inh
COc1ccc(NC(=O)CN(C)CC(=O)Nc2cccc(C(C)=O)c2)cc1,10µM*,13,-15%,-6%,?,-1%,2%,35µM*,4.5µM*
COc1ccc(-c2cc(C(=O)NCc3ccc(F)cc3)c3c(-c4ccc(F)cc4)[nH]nc3n2)cc1OC,-4%,0,-1%,9%,31%,12%,-4%,4%,0%[59 µM]
COc1ccc(C(=O)Nc2cccc(S(=O)(=O)NC3=NCCCCC3)c2)cc1,-13%,-3,-6%,-3%,36%,-4%,3%,-6%,17%[12.7 µM]
O=C(O)C1CCCCN1S(=O)(=O)c1cccc2nsnc12 (stereo not drawn),-4%,-5,-12%,i,39%,?,2%,-3%,?
CCc1cccc(N2C(=O)CS(=O)(=O)C23C(=O)N(Cc2ccccc2)c2ccc(C)cc23)c1 (stereo not drawn),-22%,-2,-7%,-6%,30%,25%,-6%,0%[57.1 µM],-23%[59 µM]
Cc1cccc(Cn2cccc2CNS(=O)(=O)c2ccc(Br)cc2)c1,11%,-2,-18%,-2%,29%,-1%,1%,0%,8%[12.7 µM]

# This is a subset; rates above refer to the full screens.
